PTHR1 ag: agonists of human PTHR1 parathyroid hormone receptor | 410,000 compounds, 0.075% hits | AID 743266 | Potency, µM (series often up to 115 µM), for the others: at the highest dose activation, usual class: activators | HEK293 GP2 PTHR1 cells, GloSensor cAMP luminescence, 1 h | Q03431; also: nearly all actives have a fitted effect of over 55% in size; some results filed as inactive show a strong effect at the top dose; inactives centre near -15; many of its hits are not listed in these tables
Target sequence (Q03431 whole entry, looked up): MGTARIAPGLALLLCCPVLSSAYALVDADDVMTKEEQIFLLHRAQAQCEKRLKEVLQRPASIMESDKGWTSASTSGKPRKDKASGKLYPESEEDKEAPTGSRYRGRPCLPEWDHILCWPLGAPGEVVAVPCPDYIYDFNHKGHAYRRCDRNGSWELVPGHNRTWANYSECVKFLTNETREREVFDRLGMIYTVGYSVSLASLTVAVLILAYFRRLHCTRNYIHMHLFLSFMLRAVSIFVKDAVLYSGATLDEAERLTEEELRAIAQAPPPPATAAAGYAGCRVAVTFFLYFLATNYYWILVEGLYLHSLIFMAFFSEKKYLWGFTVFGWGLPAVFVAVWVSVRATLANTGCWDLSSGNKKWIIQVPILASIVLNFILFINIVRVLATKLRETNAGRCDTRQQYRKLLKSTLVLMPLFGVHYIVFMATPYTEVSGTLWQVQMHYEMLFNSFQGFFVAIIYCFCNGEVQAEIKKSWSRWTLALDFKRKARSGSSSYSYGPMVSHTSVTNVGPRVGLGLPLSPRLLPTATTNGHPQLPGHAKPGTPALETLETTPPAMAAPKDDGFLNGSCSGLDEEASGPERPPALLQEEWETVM
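HEK-293-derived GP2 cells expressing PTHR1 and a GloSensor cAMP reporter, 3,000/well, plated overnight, given luciferin plus IBMX (each 0.5 mM as added) for 1 h at 37 °C, then compound for 1 h at 37 °C. Luminescence was read after 15 min at room temperature.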
HEK293 tox: cytotoxicity in counter-screen for GLP-1R inverse agonists; HEK293 cAMP-luciferase reporter cells, luminescence, 24 h; Potency, µM (series often up to 38.3 µM), for the others: at the highest dose activity change, negative = inhibition, hits mostly inhibitors; 410,000 compounds, 0.13% hits; AID 624418;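 also: loss of luciferase light is scored as toxicity; % is scaled to controls: 0 for no effect and ±100 for the full control effect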
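Cells in DMEM/10% Nu serum/1% pen-strep, 1536-well format. Pre-incubated 12 h, dosed with 23 nL compound, incubated a further 24 h. Luciferase detection, 12 min at room temp, luminescence.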
GLP1R inv ag: inverse agonists of human GLP-1 receptor | Potency, µM (series often up to 38.3 µM), for the others: at the top dose activity change, negative = inhibition, actives largely listed as inhibitors | 410,000 compounds, 1.6% hits | AID 624417 | HEK293 GLP-1R CRE-luciferase, luminescence, 24 h; GLP-1R form is constitutively active; also: % is scaled to controls: 0 for no effect and ±100 for the full control effect; nearly all actives have a fitted effect of over 55% in size
Target sequence (P43220 whole entry, looked up): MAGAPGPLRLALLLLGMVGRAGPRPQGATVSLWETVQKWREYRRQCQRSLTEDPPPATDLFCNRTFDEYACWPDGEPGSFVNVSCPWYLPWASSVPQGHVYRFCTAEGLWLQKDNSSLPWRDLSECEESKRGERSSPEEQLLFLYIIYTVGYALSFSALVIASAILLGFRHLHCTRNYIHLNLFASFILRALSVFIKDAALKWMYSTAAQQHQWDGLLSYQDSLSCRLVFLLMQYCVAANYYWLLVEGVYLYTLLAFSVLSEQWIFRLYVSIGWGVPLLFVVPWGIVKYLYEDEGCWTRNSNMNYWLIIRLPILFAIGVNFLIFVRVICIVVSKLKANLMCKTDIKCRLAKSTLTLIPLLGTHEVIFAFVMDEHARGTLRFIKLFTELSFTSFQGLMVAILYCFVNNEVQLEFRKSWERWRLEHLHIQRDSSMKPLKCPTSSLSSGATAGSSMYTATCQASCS
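Inverse agonists were sought by their lowering of basal cAMP reporter luciferase output in HEK293 cells stably carrying constitutively active human GLP-1R, after 24 h compound treatment.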
An asterisk follows results filed as active; i = inactive; ? = inconclusive; [ ] = remark or other dose. Calls follow the shape of the dose curve; as a rule, active = well fitted curve in the direction sought with a large enough effect; inconclusive = small, poorly fitted or top-dose-only effect, or another doubt; inactive = no such curve, though single readings can be large; an effect the other way counts as inactive or inconclusive. Potency is read from the fitted curve at half-maximal effect. This is a subset (hit frequency here may not be typical).

SMILES | PTHR1 ag | HEK293 tox | GLP1R inv ag
CCOc1ccc(NC(=O)CCn2c(=O)c3cccn3c3cccnc32)cc1 | -50%[inhibitor] | -14% | 13%
CCOc1cc(C(=O)Nc2ccc(-c3nc4cc(Cl)ccc4o3)cc2)cc(OCC)c1OCC | -15% | -3% | -24%
CCC(=O)Nc1ccccc1-c1nc2ccccc2n(C(C)C(=O)Nc2cccc(Cl)c2C)c1=O (centres undefined) | i | -17% | ?
CCOC(=O)CSc1nc2ccc(NC(=O)COc3ccccc3C)cc2s1 | -17% | -8% | -8%
CCc1ccc(-c2ccc(C(=O)Oc3ccc(Br)cc3)cc2)nc1 | -11% | -6% | 28%
COc1ccc(-c2nc(SCC(=O)Nc3ccc4c(c3)OCCO4)c(-c3ccccc3)[nH]2)cc1 | -16% | ? | ?
COc1cccc(NC(=O)Cn2nc3c4ccccc4n(Cc4cccc(F)c4)cc-3c2=O)c1 | -13% | 16% | -22%
CC(C)(C)C1CCc2c(sc3nnn(CCOc4ccccc4)c(=O)c23)C1 (centres undefined) | -8% | -5% | 8%
Cc1ccc(C)c(N2CCN(C(=O)NCc3noc4ccc(C)cc34)CC2)c1 | -88%[inhibitor] | -15% | ?
Cc1ccc2c(c1)C(c1ccccc1)N(C(=O)c1ccc(S(=O)(=O)N3CCCC3)cc1)CC(=O)N2 (centres undefined) | i | 2% | -11%
O=C(NCCSc1c[nH]c2ccccc12)c1ccccc1Cl | -55%[inhibitor] | -8% | ?
CC(C)c1cnc2c(c1SCc1cccc(C(F)(F)F)c1)c(=O)n(C)c(=O)n2C | i | 12% | 3%
COC(=O)c1c(-c2ccc(Cl)cc2)noc1N1CCN(c2ccccc2F)CC1 | i | 3% | -12%
Cc1ccc2c(c1)c(=O)c1ccccc1n2CCCC(=O)Nc1ccc(C)c(C)c1 | i | 112%[activator] | ?
CC1Cc2ccccc2N1S(=O)(=O)c1nnc(NC(=O)c2ccccc2)s1 (centres undefined) | i | -7% | ?
Cc1c(C(=O)N2CCC(c3nc4ccccc4s3)CC2)oc2cc(Br)ccc12 | i | -3% | -4%
COc1ccc(NC(=O)CCc2nc3cccnc3n2-c2ccccc2)cc1Cl | -25% | 2% | 25%
Cc1ccc(CCNC(=O)c2ccc3c(c2)N(Cc2cccc(F)c2)C(=O)c2ccccc2S3)cc1 | -1% | -3% | ?
CC(C)N(Cc1ccccc1)C(=O)c1nc(-c2ccc(Cl)cc2)n2c1CCCCC2 | -4% | -6% | ?
CCc1ccc(NS(=O)(=O)c2ccc(NC(=O)N3CCCC3)cc2)cc1 | -14% | 1% | -3%
Cc1cc(C)c2oc(C(=O)Nc3ccc(S(=O)(=O)Nc4ncccn4)cc3)cc(=O)c2c1 | 0% | -10% | 23%
O=C(CSc1nc(-c2ccccc2)[nH]c1-c1ccccc1)Nc1ccc2c(c1)OCO2 | -96%[inhibitor] | ? | ?
Cc1nc(-c2ccccc2)sc1-c1ccc(SCC(=O)Nc2ccc(F)cc2F)nn1 | -15% | 1% | 7%
CCc1nn(CC(=O)NCCN(CC(C)C)CC(C)C)c(=O)c2cc3sc(C)cc3n12 | ? | 4% | -13%
Cc1c(Cl)cccc1NC(=O)Nc1nnc(N(C)Cc2ccccc2)s1 | i | 30%[activator] | -6%
COc1ccc(Cl)cc1NC(=O)c1nn(-c2ccc(C)cc2)c(=O)n(C)c1=O | i | -8% | -12%
CCCc1nnc(NC(=O)C(CC)Sc2nnc3c4ccccc4n(C)c3n2)s1 (centres undefined) | i | -8% | 5%
CCSc1nc(-c2ccccc2)nc2c1Cc1c(CO)cnc(C)c1O2 | i | 3% | 6%
CCN(Cc1nc(-c2ccc(OC)cc2)oc1C)S(=O)(=O)c1ccc(Cl)cc1 | -2% | 3% | 15%
COc1ccc(N2CCN(S(=O)(=O)c3c(C)[nH]c(=O)[nH]c3=O)CC2)cc1 | 3% | 2% | 3%

Complete entries, looked up by structure.
Cc1cc(C)c2oc(C(=O)Nc3ccc(S(=O)(=O)Nc4ncccn4)cc3)cc(=O)c2c1 is entered as PTHR1 ag = 0%; HEK293 tox = -10%; GLP1R inv ag = 23%
CCCc1nnc(NC(=O)C(CC)Sc2nnc3c4ccccc4n(C)c3n2)s1 (centres undefined) is entered as PTHR1 ag = i; HEK293 tox = -8%; GLP1R inv ag = 5%
COc1ccc(N2CCN(S(=O)(=O)c3c(C)[nH]c(=O)[nH]c3=O)CC2)cc1 is entered as PTHR1 ag = 3%; HEK293 tox = 2%; GLP1R inv ag = 3%

Additional results
SMILES | PTHR1 ag | HEK293 tox | GLP1R inv ag
Cc1cccc(-n2nnc(-c3nc(-c4ccccc4)no3)c2N)c1C | 19% | 2% | 31%
Cc1csc2nc(CCNS(=O)(=O)c3ccc(F)cc3)cn12 | -23% | -2% | 12%
CN(C)c1ccc(-c2nc(-c3cccs3)c(-c3cccs3)[nH]2)cc1 | -29% | -14% | ?
Cc1ccc(OCc2ccc(-c3nc(C#N)c(N4CCN(c5cccc(Cl)c5)CC4)o3)o2)cc1 | 11% | 3% | 0%
Cc1ccc2c(C)c(C(=O)N(Cc3ccc(Cl)cc3)C3CCS(=O)(=O)C3)oc2c1 (centres undefined) | i | -15% | ?
Cc1nc(N2C(=O)c3oc4ccccc4c(=O)c3C2c2ccccc2F)sc1C (centres undefined) | i | 10% | 3%
O=c1cc(-c2ccc(F)cc2)nc(SCc2nc(-c3ccc(Cl)cc3)no2)[nH]1 | -19% | 0% | 1%
COc1ccc(-c2c(C#N)c(SCC(=O)Nc3ccc(C)cc3)nc(C)c2C(=O)Nc2ccccc2)cc1 | -24% | -1% | -6%
COc1ccc(CNC(=O)CC2Oc3ccc(C)cc3NC2=O)cc1 (centres undefined) | -3% | 3% | 2%
Cc1cccc(C(=O)Nc2ccc(-c3nc4cc(C(C)C)ccc4o3)cc2)c1 | -32%[inhibitor] | -19% | ?
CNC(=O)Cn1cc(S(=O)(=O)Cc2ccccc2F)c2ccccc21 | i | 5% | 5%
COC(=O)c1c(-c2ccc(Cl)cc2)noc1N1CCN(c2ccc(OC)cc2)CC1 | -33% | 0% | -4%
Cc1ccc(CNc2nc3ccc(Cl)cc3n3nnnc23)cc1 | 18% | 1% | 38%[activator]
Cc1cc(C)c2c(n1)nn1c(C)c(CCC(=O)NCc3ccccc3Cl)c(C)nc21 | i | 3% | 10%
O=C(CN1C(=O)c2cccnc2Oc2ccc(Cl)cc21)NCCCN1CCCCC1 | i | 3% | 6%
COc1cc(Cl)c(C)cc1NC(=O)Cn1c2ncccc2c(=O)n1-c1ccccc1 | i | -8% | 8%
CCCOc1ccc(NC(=O)CC2C(=O)N(c3ccc(Cl)cc3)C(=O)N2CCc2ccncc2)cc1 (centres undefined) | -35% | -22% | ?
Cc1ccc(C)c(OCCn2cc(C(=O)c3cccs3)c3ccccc32)c1 | -1% | 3% | -15%
COc1cccc(-n2ccnc2SCC(=O)Nc2ccc(Cl)c(Cl)c2)c1 | i | 8% | 5%
Cc1ccc(CNC(=O)c2ccc3c(c2)nc2n3CCCC2)cc1 | 16% | 0% | 2%
COc1ccccc1CNC(=O)c1ccc(-c2nc(CS(=O)c3ccc(C)cc3)c(C)o2)cc1 (centres undefined) | -29% | -7% | 0%
Cc1cccc(OCC(=O)Nc2nnc(S(=O)(=O)N3CCc4ccccc43)s2)c1 | -22% | -11% | -30%
Cc1cccc(NC(=O)c2c(NC(=O)c3cccs3)sc3c2CCC(C)C3)c1 (centres undefined) | i | 1% | 1%
COc1cccc(-c2ccc3c(N)c(C(=O)Nc4ccc(C)c(F)c4)sc3n2)c1 | -33%[inhibitor] | 72%[activator] | 7%
CCN(CC)S(=O)(=O)c1ccc2c(c1)N(CC(=O)N1CCN(c3cccc(Cl)c3)CC1)C(=O)CO2 | -13% | -10% | ?
O=C(NCc1ccc(Cl)cc1)c1ccc(CNS(=O)(=O)c2ccc(F)cc2)cc1 | i | -8% | -2%
CCOc1ccccc1NC(=O)CN1CCN(S(=O)(=O)c2ccc(Br)cc2)CC1 | -9% | -3% | 5%
CCC(CO)NC(=O)C(=O)Nc1c2c(nn1-c1ccc(F)cc1)CSC2 (centres undefined) | i | -1% | 9%
Cc1ccc(OC(C)C(=O)N2CCN(CCc3ccccn3)CC2)cc1C (centres undefined) | -6% | -10% | -4%
COc1cc(Nc2nc(SCC(=O)c3ccc(Br)cc3)nc3ccccc23)cc(OC)c1 | i | -12% | -17%
COc1ccccc1CNC(=O)CN1C(=O)CCn2nc(-c3ccccc3)cc21 | i | 11% | -15%
CC1=C(c2ccc(C)c(C)c2)S(=O)(=O)N=C1N1CCC(C(=O)Nc2cccc(F)c2)CC1 | -15% | 0% | ?
CSc1ccc(CCNC(=O)c2cnn(-c3ccccc3)c2-n2cccc2)cc1 | 0% | 0% | -3%
Cc1ccc2c(c1)N(CC(=O)Nc1ccccc1C(F)(F)F)C(=O)c1cccnc1O2 | 1% | 1% | 2%
Cc1ccc(-c2noc(CN(C3CCCCC3)S(=O)(=O)c3ccc(C)cc3)n2)cc1 | i | 4% | ?
Cc1ccccc1Nc1c(-c2ccccc2)nc2cccc(C)n12 | -22% | -6% | 1%
Fc1ccccc1-n1ncc2c1ncn1nc(COc3ccc(Cl)cc3)nc21 | i | 0% | 7%
Cc1ccc(Cl)cc1NS(=O)(=O)c1ccc(N2CCCCS2(=O)=O)cc1 | -88%[inhibitor] | -6% | -6%
Cc1cccc(C(=O)n2nc(-c3cccnc3)nc2NCc2ccc(F)cc2)c1 | -17% | 6% | -7%
CCOC(=O)c1cc2c(=O)n3ccccc3nc2n(CCCOC)c1=NC(=O)C(C)(C)Oc1ccc(Cl)cc1 | i | 99%[activator] | -2%

Random excerpt: 4 records from the list, in no set order.
SMILES | PTHR1 ag | HEK293 tox | GLP1R inv ag
Cc1ccc(OCc2ccc(-c3nc(C#N)c(N4CCN(c5cccc(Cl)c5)CC4)o3)o2)cc1 | 11% | 3% | 0%
Cc1ccc(C)c(N2CCN(C(=O)NCc3noc4ccc(C)cc34)CC2)c1 | -88%[inhibitor] | -15% | ?
CC(C)c1cnc2c(c1SCc1cccc(C(F)(F)F)c1)c(=O)n(C)c(=O)n2C | i | 12% | 3%
CCOc1ccccc1NC(=O)CN1CCN(S(=O)(=O)c2ccc(Br)cc2)CC1 | -9% | -3% | 5%

Further entries follow.
SMILES | PTHR1 ag | HEK293 tox | GLP1R inv ag
Cc1ccc(CN(C(=O)COc2ccc(Cl)cc2Cl)C2CCS(=O)(=O)C2)o1 (centres undefined) | -6% | -10% | -24%
COc1cc(Cl)c(C)cc1NC(=O)Cn1cnc2sc(C)c(S(=O)(=O)N3CCCCC3)c2c1=O | i | -6% | ?
CCN1CCN(c2ncnc3c2cnn3-c2ccc(C)cc2)CC1 | i | -4% | 1%
COc1cc(-c2noc(-c3ccc(NCC4CCCO4)c([N+](=O)[O-])c3)n2)cc(OC)c1OC (centres undefined) | -64%[inhibitor] | 7% | 17%
CCOC(=O)c1cnc2c(ccc3ccccc32)c1Nc1ccc(C(C)=O)cc1 | -14% | -4% | -9%
Cc1cc(C)cc(NC(=O)C2CCN(S(=O)(=O)c3cn(C)cn3)CC2)c1 | -9% | 4% | 9%
CCCN(Cc1cccs1)C(=O)Nc1cc(C)ccc1OC | -42%[inhibitor] | 12% | ?
O=C(CSCc1ccc(F)cc1)N1CCN(c2ccccc2F)CC1 | i | 0% | -12%
Cc1ccc(CCNC(=O)c2ccc(CS(=O)(=O)c3ccc(Cl)cc3)o2)cc1 | -22% | -9% | -13%
CC(C)(C)OC(=O)N1CCC(c2c(C(=O)NCc3ccco3)cnn2-c2ccccc2Cl)CC1 | -3% | 2% | -12%
CCC(Oc1ccccc1)C(=O)Nc1nnc(S(=O)(=O)N(CC)CC)s1 (centres undefined) | i | 1% | -25%
CCOc1ccc(-n2c(SCC(N)=O)nc3c(oc4ccccc43)c2=O)cc1 | -9% | -9% | -7%
COc1ccc(NC(=O)C(c2ccccc2)N(C)C(=O)/C=C\c2ccc3c(c2)OCO3)cc1 (centres undefined) | i | -3% | ?
Cc1cc(O)c(C(c2ccccc2)N2CCN(c3ccc(F)cc3)CC2)c(=O)n1Cc1ccco1 (centres undefined) | -23% | -10% | ?
Cc1nn(-c2ccccc2)c(OC(=O)C(C)C)c1Sc1ccccc1 | i | -1% | -22%
Cc1ccc(C)c(N2CCN(c3nc4ccccc4n4c(C)nnc34)CC2)c1 | i | 4% | 20%
Cc1ccc(Cl)cc1N1CCN(C(=O)CCS(=O)(=O)c2ccc3c(c2)oc(=O)n3C)CC1 | -22% | -2% | -8%
Cc1ccc(C)c(NC(=O)Cc2coc3cc(C)cc(C)c23)c1 | i | 7% | 12%
